# LAP4 TOR yeast = alters LAP4-GFP fluorescence in TOR pathway yeast screen; S. cerevisiae LAP4-GFP multiplex, flow cytometry GFP, 3 h; median GFP as percent of DMSO wells; GFP response vs DMSO, % at 10 µM; hit rate 0.34% among 320,000; AID 2023;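 active means GFP response vs DMSO above a set limit, about the screen mean plus 3 SD, cut at about 150% in these data; inconclusive means under 70 cell events counted for the yeast strain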
# procasp3 activ = procaspase-3 (human) activation; hit rate 0.11% among 330,000; activation, % at 8.5 µM; P42574; recombinant procaspase-3 D3A, Ac-DEVD-pNA absorbance 405 nm;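 active means activation above the mean of all tested compounds plus 3 SD, cut at about 21% in these data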;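 further: 0% = DMSO alone and 100% = DMSO wells spiked with extra 5 µM PC-3 D3A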
# Target sequence (P42574 whole entry D9A/D28A/D175A): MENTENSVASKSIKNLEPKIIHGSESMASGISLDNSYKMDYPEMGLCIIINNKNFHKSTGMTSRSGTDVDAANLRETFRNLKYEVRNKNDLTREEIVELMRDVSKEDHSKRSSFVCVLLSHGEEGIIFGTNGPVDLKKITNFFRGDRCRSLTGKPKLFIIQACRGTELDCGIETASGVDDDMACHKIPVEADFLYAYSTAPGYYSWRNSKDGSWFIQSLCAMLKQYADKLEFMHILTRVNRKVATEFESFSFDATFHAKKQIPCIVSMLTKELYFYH
#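 assay system = Procaspase-3 D3A mutant | signal = absorbance at 405 nm, 0 and 120 min | times = 1 h preincubation plus 2 h reaction at 25 °C | repeats = single replicate | read-out = % activation between DMSO and enzyme-spiked controls | medium = Zinc-free HEPES saline buffer with Triton X-100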
# MEP2 TOR yeast = yeast TOR pathway MEP2-GFP modulation | S. cerevisiae MEP2-GFP strain, flow cytometry GFP, 3 h; 100% = DMSO control level | GFP response vs DMSO, % at 10 µM | hit rate 0.51% among 330,000 | AID 2016;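 active means GFP response versus DMSO above a set limit, roughly screen mean plus 3 SD, cut at about 180% in these data; inconclusive means fewer than 70 cells counted for a yeast strain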;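 further: median GFP fluorescence of the barcode-gated MEP2-GFP cells per well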
# AHR activator = human AHR activation | P35869 | AHR-responsive luciferase reporter cells, luminescence | hit rate 2.5% among 320,000 | activation, % at 5 µM | AID 2796; in the data active means activation above about 47%;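 further: 0% = vehicle wells and 100% = reference agonist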
# proCasp7 act = counter-screen: procaspase-7 (human) activation; P55210; recombinant procaspase-7, Ac-DEVD-pNA absorbance 405 nm; D23A/D198A/D206A triple mutant, cannot self-cleave; scale: DMSO 0, 5 µM enzyme 100; activation, % at 8.5 µM; hit rate 0.093% among 330,000; AID 463210;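 active means percent activation above the screen-wide mean plus 3 SD, cut at about 25% in these data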
# Target sequence (P55210 whole entry D23A/D198A/D206A): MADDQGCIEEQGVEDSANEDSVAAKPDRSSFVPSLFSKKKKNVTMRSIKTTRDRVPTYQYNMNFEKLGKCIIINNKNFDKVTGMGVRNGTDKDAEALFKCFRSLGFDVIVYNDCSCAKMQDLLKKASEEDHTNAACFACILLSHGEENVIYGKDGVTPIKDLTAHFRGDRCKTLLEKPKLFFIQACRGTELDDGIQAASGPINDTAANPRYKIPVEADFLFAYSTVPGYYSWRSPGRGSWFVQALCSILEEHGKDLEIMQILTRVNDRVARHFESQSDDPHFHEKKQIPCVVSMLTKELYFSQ
#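 Assay system: Uncleavable procaspase-7 mutant enzyme / Input: 2 µM procaspase-7 mutant as dispensed / Dosing: single nominal 8.5 µM compound dose, 0.8% DMSO final / Timing: 1 h enzyme–compound preincubation and 2 h substrate reaction, both 25 °C / Detection: p-Nitroaniline absorbance at 405 nm, read at 0 and 120 min / Replication: singlicate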
# Yeast superoxide = lowers age-related superoxide in aged yeast cells; S. cerevisiae aged cells, superoxide DHE fluorescence; stronger effect = lower value; superoxide response (% of plate mean), % at 10 µM; hit rate 0.18% among 330,000; AID 2690;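 active means superoxide response under a set limit, about three screen SD below normal, cut at about 65% in these data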;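 further: yeast aged for seven days with compound at 30 °C before DHE staining; 100% = average MFI of all compound-treated wells on the plate with controls excluded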
# JMJD2C inh = inhibitors of human GASC-1 (JMJD2C) demethylase. GST-JMJD2C(1-420) H3K9me3 demethylation, DELFIA europium. hit rate 0.069% among 330,000. inhibition, % at 2.35 µM. Q9H3R0. AID 2099;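 active means more than half of a compound's replicate wells show inhibition beyond 50%, single wells judged on their own value; inconclusive means some, but no more than half, of replicates pass 50% inhibition; inactive means no replicate passes 50% inhibition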;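 further: signal counts dimethyl H3K9 product captured on neutravidin plate; 0% = median of DMSO wells and 100% = 0.3 times that DMSO median; strong numbers were not always called active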
# Target sequence (Q9H3R0 1-420 limits assumed): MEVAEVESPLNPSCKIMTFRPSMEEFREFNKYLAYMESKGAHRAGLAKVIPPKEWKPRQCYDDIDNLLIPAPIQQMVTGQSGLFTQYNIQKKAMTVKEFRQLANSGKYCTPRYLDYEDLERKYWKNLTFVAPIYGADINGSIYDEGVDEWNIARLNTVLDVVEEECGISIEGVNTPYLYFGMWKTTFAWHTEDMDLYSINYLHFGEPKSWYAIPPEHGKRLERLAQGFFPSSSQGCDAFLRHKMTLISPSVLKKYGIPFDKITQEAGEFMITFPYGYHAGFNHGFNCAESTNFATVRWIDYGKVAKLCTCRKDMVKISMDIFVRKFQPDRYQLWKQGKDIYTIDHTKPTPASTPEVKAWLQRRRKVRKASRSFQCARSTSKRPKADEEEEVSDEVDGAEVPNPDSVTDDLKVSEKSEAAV
# RPL19A TOR yeast = alters RPL19A-GFP fluorescence in TOR pathway yeast screen; S. cerevisiae RPL19A-GFP strain, flow cytometry, 3 h; stronger effect = lower value; percent response vs DMSO, % at 10 µM; hit rate 0.3% among 330,000; AID 2025;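 active means percent response vs DMSO below 50%; inconclusive means fewer than 70 events counted for the yeast strain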;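 further: median channel GFP fluorescence of the barcoded RPL19A-GFP strain; ratio of sample median GFP to plate DMSO average so 100% = DMSO; lower means less RPL19A-GFP as with rapamycin TOR inhibition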
# * hit, by the source's call; ? = inconclusive; · = not tested or not shown; [ ] = remark or other dose. Compounds as they come; any-hit rate near 3.8%.
# The line under a structure holds: LAP4 TOR yeast	procasp3 activ	MEP2 TOR yeast	AHR activator	proCasp7 act	Yeast superoxide	JMJD2C inh	RPL19A TOR yeast
O=C(NCCN1CCOCC1)c1cc2c(=O)n3ccccc3nc2n1Cc1ccccc1
  97.5	-1.7	101.4	1.5	2.8	93.7	-5.0	98.6
O=C(Nc1ccc2c(c1)OCO2)c1cccs1
  97.4	3.4	102.2	88.1*	8.6	149.8	2.3	100.5
O=C(C(Cc1ccccc1)n1cccc1)N1CCCCCC1 (stereo not given)
  101.6	1.2	97.3	-0.8	-2.4	69.4	3.8	102.8
Cc1cccc(CCN(C(=O)c2csnn2)C(C(=O)NC2CCCC2)c2ccco2)c1 (stereo not given)
  103.0	-10.8	108.5	3.4	1.7	91.6	1.9	102.3
COc1ccc(-c2cc(C(=O)Nc3ccc(C(N)=O)cc3)c3ccccc3n2)cc1OC
  92.1	-9.4	110.1	52.1*	-3.1	82.7	-2.7	111.9
Cc1nc(NC(=O)c2ccc(F)cc2)nc2cc3c(cc12)OCO3
  107.6	5.3	109.9	64.7*	-5.7	109.6	98.3	94.7
CCC1(C)NC(=O)N(CC(=O)Nc2sc3c(c2C(N)=O)CCC3)C1=O (stereo not given)
  98.8	9.8	100.0	0.6	-8.9	106.5	8.9	99.5
Nc1c(C(=O)NCCc2ccccc2)nnn1Cc1ccc(Br)cc1F
  107.2	7.3	102.8	13.9	9.9	101.9	0.1	99.0
Cc1ccc(C(=O)Cn2nnc3ccccc32)cc1
  93.0	-2.2	111.7	0.0	4.5	94.1	-1.0	98.8
COc1ccc(-c2cc(C(=O)Nc3ccc4c(c3)OCO4)no2)cc1
  106.8	4.0	101.6	3.2	-3.3	95.2	-9.6	94.0
CN(c1ccccc1)S(=O)(=O)c1cccc(C(=O)NCCc2ccc(O)c(O)c2)c1
  96.2	-21.7	100.7	0.8	-37.3	92.5	-16.7	101.0
CCOc1ccc2[nH]c(=O)c(CN(Cc3nnnn3Cc3ccccc3)CC3CCCO3)cc2c1 (stereo not given)
  102.2	-21.2	99.8	12.7	-25.2	109.8	-0.3	97.6
Cc1ccc(NC(=O)COC(=O)Cc2ccsc2)c(C)c1
  111.8	1.1	103.7	-1.3	13.1	95.9	23.2	95.6
C[C@H]1CN([C@@H](C)CO)C(=O)c2cc(NC(=O)Cc3ccccc3)ccc2O[C@H]1CN(C)Cc1ccccc1
  ·	2.1	·	-0.3	7.1	107.3	-0.1	·
O=C(Nc1nnc(SCc2ccc(Cl)cc2)s1)C1CC(=O)N(Cc2ccccc2)C1 (stereo not given)
  103.5	6.4	106.7	-2.3	8.0	106.1	-8.0	97.5
O=C1NCCCC1C(=O)N/N=C/c1ccc(Cl)cc1 (stereo not given)
  ·	-11.4	101.8	-0.1	-0.3	107.6	7.1	101.9
Cc1cc(C)nc(N2CCN(c3ncnc4c3cnn4Cc3ccc(Cl)cc3Cl)CC2)n1
  103.2	7.6	96.4	2.0	6.3	117.9	-7.8	97.6
Cc1cccc(NC(=O)Cn2cc(C(=O)c3ccco3)c3ccccc32)c1
  86.4	-6.0	94.0	15.9	-8.2	92.5	9.9	99.6
O=C1CC(C(=O)Nc2cc(Cl)ccc2Cl)n2ncnc2N1 (stereo not given)
  111.8	10.9	80.8	-1.1	7.3	111.0	-3.1	94.8
CCC(C)N(C(=O)COC(=O)c1ccccc1SCC(=O)N1CCCC1)C1CCS(=O)(=O)C1 (stereo not given)
  96.0	12.2	95.0	-1.3	1.5	94.6	4.8	102.3
Cc1nnc2c(SC(C)C)nc3ccccc3n12
  88.3	7.1	92.4	1.6	11.1	101.0	6.7	93.8
Cc1cccc(OCCn2ccnc2)c1
  98.6	6.8	102.1	9.6	-3.7	107.5	5.4	102.7
O=C1NCCO1
  129.2	5.5	105.4	-1.9	9.7	99.5	·	103.4
O=C(Cn1cnc2ccccc21)Nc1ccc(SC(F)F)cc1
  96.8	-3.9	99.3	-1.6	-3.0	82.8	-12.4	103.9
Cc1ccc(S(=O)(=O)N2CCCC2C(=O)NC2=NCCS2)cc1 (stereo not given)
  106.4	8.5	106.5	-0.4	-3.1	96.4	13.2	103.1
O=C(Nc1ccccn1)c1ccc(Br)c(S(=O)(=O)N2CCCC2)c1
  85.2	6.0	103.1	6.1	-6.2	99.9	9.3	112.6
CCCCCc1ccc(-c2ccc(OC)cc2)nc1
  114.2	1.5	93.0	-4.5	-2.0	86.1	-0.8	93.9
COc1nc(N/N=C/c2ccccc2F)nc(N2CCCCC2)n1
  100.3	0.9	99.7	27.1	-4.6	119.4	2.5	99.8
CCn1cc(CN2CCC(C(=O)Nc3cccc(-c4cccc(OC)c4)c3)CC2)c(C)n1
  87.5	5.8	112.9	6.0	2.8	86.7	-0.1	106.5
CCn1cc(CN2CCC(C(=O)Nc3ccc(Oc4ccccc4F)cc3)CC2)c(C)n1
  109.6	-1.8	108.8	11.0	12.5	102.1	-4.9	104.2

# AHR activator, what is marked active above.
compound	LAP4 TOR yeast	procasp3 activ	MEP2 TOR yeast	AHR activator	JMJD2C inh	RPL19A TOR yeast
O=C(Nc1ccc2c(c1)OCO2)c1cccs1	97.4	3.4	102.2	88.1*	2.3	100.5
COc1ccc(-c2cc(C(=O)Nc3ccc(C(N)=O)cc3)c3ccccc3n2)cc1OC	92.1	-9.4	110.1	52.1*	-2.7	111.9
Cc1nc(NC(=O)c2ccc(F)cc2)nc2cc3c(cc12)OCO3	107.6	5.3	109.9	64.7*	98.3	94.7

# The main list resumes, starting two compounds before the break.
# The line under a structure holds: LAP4 TOR yeast	procasp3 activ	MEP2 TOR yeast	AHR activator	proCasp7 act	Yeast superoxide	JMJD2C inh	RPL19A TOR yeast
CCn1cc(CN2CCC(C(=O)Nc3cccc(-c4cccc(OC)c4)c3)CC2)c(C)n1
  87.5	5.8	112.9	6.0	2.8	86.7	-0.1	106.5
CCn1cc(CN2CCC(C(=O)Nc3ccc(Oc4ccccc4F)cc3)CC2)c(C)n1
  109.6	-1.8	108.8	11.0	12.5	102.1	-4.9	104.2
O/N=C/c1ccc2ccccc2n1
  113.2	-6.0	104.4	3.2	1.6	104.5	-7.5	93.8
Cc1cc(=O)[nH]c(SCc2csc(-c3ccccc3)n2)n1
  94.5[may fluoresce violet]	-0.7	297.8*[may fluoresce violet]	7.9	2.0	99.3	4.5	59.6[may fluoresce violet]
CC(C)Oc1cccc(C(=O)Nc2ccc(N3CCN(S(C)(=O)=O)CC3)cc2)c1
  110.2	4.4	110.3	3.6	13.7	107.3	-27.4	100.7
O=C1CCN(Cc2ccccc2)C=C1c1cccc(O)c1
  87.8	-0.6	94.9	1.4	2.7	92.5	1.5	91.2
O=C(O)CCC(=O)Nc1ccc(S(=O)(=O)Nc2nccs2)cc1
  93.4	2.9	96.7	-4.1	-3.4	92.7	-29.9	94.0
Cc1ccc(S(=O)(=O)/C(C#N)=C/c2c(N3CCN(C)CC3)nc3c(C)cccn3c2=O)cc1
  100.3	-5.5	98.1	4.2	-8.3	101.0	-1.3	90.7
C/C(CC(=O)Nc1ccccn1)=N\NC(=O)C(=O)Nc1cccc(Cl)c1C
  115.1	3.5	113.6	-5.7	0.5	95.0	5.6	104.2
O=P(Cc1ccccn1)(c1ccccc1)c1ccccc1
  108.9	3.8	101.8	0.0	8.5	99.7	-8.4	100.2
CC1CN(S(=O)(=O)N2CCOCC2)CCN1S(=O)(=O)N1CCOCC1 (stereo not given)
  99.2	3.6	98.7	-0.7	14.3	86.2	-18.0	98.7
COc1ccc(CN2C(=NC(=O)C3CC3)SC3CS(=O)(=O)CC32)cc1OC (stereo not given)
  91.5	-9.5	96.4	0.1	5.0	103.6	8.7	98.8
COCCCNC(=O)C1CCC(=O)N1Cc1ccccc1Cl (stereo not given)
  105.9	1.4	103.2	0.3	6.8	79.5	2.7	101.3
CCCCSc1nnc2[nH]c(=O)cc(N)n12
  96.6	1.8	103.6	2.9	6.9	98.7	-2.2	100.7
C=CCNC(=S)NNC(=O)CCC(O)CCCCC (stereo not given)
  87.0	0.9	91.5	-0.4	0.3	99.0	17.1	91.6
CCOC(=O)COc1ccc(C(=O)NC2CCCCC2)cc1
  104.1	10.5	106.1	-1.5	1.1	91.0	-0.1	98.8
CN(C(=O)COC(=O)CCc1c[nH]c2ccccc12)C(c1ccccc1)c1ccccc1
  96.8	3.9	101.0	3.1	0.3	106.2	-2.2	106.1
O=C(COC(=O)c1ccc([N+](=O)[O-])cc1)NCCC1=CCCCC1
  102.8	9.2	97.0	0.3	11.9	102.0	8.7	103.4
COCCCNC(=O)CCNS(=O)(=O)c1ccc(C)cc1
  99.1	6.7	99.9	-3.6	12.1	102.5	-11.9	101.8
COc1ccc(S(=O)(=O)N2CCNC(=O)CC2)cc1
  100.8	4.5	94.6	1.7	15.7	91.6	-7.8	97.0
COC(=O)c1ccc2c(=O)n(Cc3ccc(C(=O)NC4CCCC4)cc3)c(=S)[nH]c2c1
  89.6	2.5	95.1	28.8	2.1	95.1	-0.7	104.1
S=c1[nH]nc(-c2ccco2)n1/N=C/c1cccs1
  90.9	-10.8	97.1	1.8	-10.1	86.8	-12.6	101.7
Cc1ccccc1NC(=O)COc1coc(CN2CCN(c3ccccc3)CC2)cc1=O
  112.5	-0.7	106.5	-2.7	2.0	112.6	-5.8	101.5
COc1ccc(C(=O)N2CCN(C(=O)Cc3ccccc3)CC2)cc1OC
  101.7	6.4	102.1	-0.2	-0.6	98.8	4.0	95.6
Cc1ccc(N2C(=O)C(O)(C(F)(F)F)C3=C2CC(C)(C)CC3=O)cc1C (stereo not given)
  116.5	-0.4	115.5	1.6	2.2	101.9	7.0	114.3
CCN(CC)CCCn1c(SCC(=O)Nc2cccc(F)c2)nnc1-c1ccoc1C
  95.2	-4.8	102.1	1.6	9.3	112.7	-2.2	91.5
COc1cccc(NC(=O)c2cc(-c3ccc(C)o3)nc3ccccc23)c1
  93.8	-1.5	98.1	14.2	0.9	114.2	9.1	94.8
O=C(Nc1nc2nccc(-c3ccccc3)n2n1)C(Cl)(Cl)Cl
  99.8	2.9	97.7	53.9*	-8.1	103.8	6.1	100.0
CCC(=O)Nc1cc(C(=O)O)ccc1Sc1ccc(C)cc1
  99.8	2.6	96.2	2.6	0.4	99.7	9.1	99.5
COC(=O)Nc1sc2c(c1C(=O)NCc1ccco1)CCCC2
  100.4	-1.7	96.4	2.3	-4.8	102.9	1.8	99.0
CC(C)OP(=O)(c1ccc(N(C)C)cc1)C(O)c1ccc(Br)cc1 (stereo not given)
  99.9	-4.9	102.7	-0.1	2.0	95.1	-1.8	102.8
COc1cc2c(cc1OC)[C@H](C)N(C(=O)CSc1nc(O)c(C(C)C)c(=O)[nH]1)CC2
  96.5	4.0	?	-0.1	-4.6	88.0	0.5	91.6
COc1ccccc1N(C)S(=O)(=O)c1ccc(C(=O)OCC(=O)Nc2ccccc2F)cc1
  108.6	1.9	102.7	3.9	9.0	108.8	1.1	100.8

# From PubChem
